Screening results deposited in PubChem BioAssay by Small Molecule Screening Facility, UW Madison.
PriA SSB inh: inhibitors of Klebsiella pneumoniae PriA binding to SSB C-terminal tail, primary screen, biochemical, AlphaScreen; AlphaScreen SSBct-PriA binding, biotinylated peptide; hit rate 0.6% among 430,000; AID 1272365, 2023; inhibition, % at 33 µM; in the data active = inhibition mostly above about 37%, no sharp cut-off; inactive = mostly below about 20%;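 also: plate controls were negative control peptide for no effect and reference peptide for full effect; strong numbers were not always called active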
* marks the source's active call; other numbers are inactive results; & = joins results of further samples.

The opening three records (preview)
entry | Compound | PriA SSB inh
1 | O=S(=O)(c1ccc2c(c1)OCCO2)N1CCN(c2ccc(-c3ccco3)nn2)CC1 | 7
2 | COc1ccc(C2C(=C(O)c3ccc4c(c3)OCCO4)C(=O)C(=O)N2Cc2ccco2)c(OC)c1 (stereo not drawn) | 3
3 | COc1ccc(C(=O)NCc2nnc3ccc(-c4cccs4)nn23)cc1F | -14

Main list (from the top)
entry | Compound | PriA SSB inh
1 | O=S(=O)(c1ccc2c(c1)OCCO2)N1CCN(c2ccc(-c3ccco3)nn2)CC1 | 7
2 | COc1ccc(C2C(=C(O)c3ccc4c(c3)OCCO4)C(=O)C(=O)N2Cc2ccco2)c(OC)c1 (stereo not drawn) | 3
3 | COc1ccc(C(=O)NCc2nnc3ccc(-c4cccs4)nn23)cc1F | -14
4 | COc1ccc(S(=O)(=O)[C@@H](CNC(=O)c2ccc(Br)o2)c2ccco2)cc1 | -3
5 | CCOc1ccc2c(c1)c(=O)c1cccnc1n2CC(=O)Nc1ccccc1Cl | -2
6 | Cc1ccc(-c2csc3nnc(SCc4ccc5c(c4)OCO5)n23)cc1 | 7
7 | Cc1nc(-n2nc(-c3ccco3)cc2NC(=O)c2cc3ccccc3o2)[nH]c(=O)c1C | -20
8 | O=C(O)CCC(=O)N1N=C(c2c(-c3ccccc3)c3cc(Cl)ccc3[nH]c2=O)CC1c1cccnc1 (stereo not drawn) | 15
9 | CC(=O)c1ccc(NC(=O)CN2CCN(Cc3nc(C(C)(C)C)cs3)CC2)cc1 | 0
10 | COC(=O)c1cc(Nc2ccc(Br)cc2)c2cccc(C)c2n1 | -42
11 | CCc1cccc2sc(N3CCN(C(=O)c4ccc(Cl)s4)CC3)nc12 | -11
12 | Cc1c(N2C(=O)CSC2=NN=Cc2ccc(Cl)cc2)c(=O)n(-c2ccccc2)n1C | 5
13 | CCCS(=O)(=O)N1CCc2ccc(NC(=O)c3ccc(OC(F)(F)F)cc3)cc2C1 | -16
14 | COc1ccc(CCNC(=O)c2csc(NC(=O)c3ccccc3)n2)cc1OC | 3
15 | C=CCn1c(SCC(=O)Nc2cccc3ccccc23)nc2scc(-c3cccs3)c2c1=O | 5
16 | CCCN1CCCc2cc(CCNS(=O)(=O)c3ccc(NC(C)=O)cc3C)ccc21 | 70*
17 | O=C(NCC#CCN1CCc2ccccc2C1)c1nc2ccccc2s1 | -4
18 | CC(C)(C)NC(=O)CSc1nc(-c2ccccc2)cc(C(F)(F)F)c1C#N | -17
19 | O=C(CCc1cc(Br)ccc1OC(F)F)NC1CCN(c2ccccn2)C1 (stereo not drawn) | -6
20 | COC(=O)CS[C@H]1CCN(C(=O)Cc2c(F)cccc2Cl)C1 | 1
21 | Fc1ccc(-c2nnc(Nc3ccc(F)c(Cl)c3)c3ccccc23)cc1 | -13
22 | O=c1c2cc(N3CCOCC3)ccc2[nH]c(=S)n1Cc1ccccc1 | 3
23 | Cn1ccnc1C(=NNC(=O)c1ccccc1)c1cccc([N+](=O)[O-])c1 | -1
24 | COc1ccc(NC(=S)Nc2ccc3nc(-c4ccccn4)c(-c4ccccn4)nc3c2)cc1 | 40
25 | Cc1nnsc1C(=O)N1CCS[C@H]1c1ccsc1 | -5
26 | O=C(NN=Cc1ccc(Cl)cc1Cl)C(=O)NC1CC1 | -15
27 | CC(C)c1ccc(-c2csc(NC(=O)Nc3ccccc3F)n2)cc1 | -2&16
28 | O=C(NCc1cccs1)c1ccc(Oc2nccs2)cc1 | 4
29 | O=C(c1cc(-c2cccs2)[nH]n1)N1CC(Oc2nccs2)C1 | -13
30 | CN(CCO)CC1COCCN1C(=O)Cc1cccs1 (stereo not drawn) | -8

Three entries from above in another layout:
#19 O=C(CCc1cc(Br)ccc1OC(F)F)NC1CCN(c2ccccn2)C1 (stereo not drawn)
  PriA SSB inh: -6

#14 COc1ccc(CCNC(=O)c2csc(NC(=O)c3ccccc3)n2)cc1OC
  PriA SSB inh: 3

#25 Cc1nnsc1C(=O)N1CCS[C@H]1c1ccsc1
  PriA SSB inh: -5

Next part.
entry | Compound | PriA SSB inh
31 | COc1cc(COCC2CCN(S(=O)(=O)c3cccnc3)CC2)cc(OC)c1 | -3
32 | Cc1ccc(-n2ncc3c(=O)[nH]c(-n4nc(C)cc4NC(=O)c4ccc(Cl)cc4Cl)nc32)cc1 | -7
33 | COc1ccccc1CNC(=O)CSc1nccn2nc(-c3cccc4ccccc34)cc12 | -9
34 | O=C(Cc1c(F)cccc1Cl)N1CC(N2C(=O)C3CC=CCC3C2=O)C1 (stereo not drawn) | 0
35 | CCOc1ccccc1NC(=O)c1csc(Nc2ccccc2)n1 | -6
36 | COc1ccccc1CCNC(=O)CC1CSc2nccc(=O)n21 (stereo not drawn) | -18
37 | O=C(CC1CCCCN1S(=O)(=O)c1ccc(F)cc1)Nc1ccc2c(c1)OCO2 (stereo not drawn) | 22
38 | Oc1ccc(Br)cc1C=NNc1ncc(-c2ccccc2)cn1 | 4
39 | COc1ccc(-n2c(=C(C#N)C(=O)NCCN3CCOCC3)sc(=Cc3cccs3)c2=O)cc1 | -7
40 | CS(=O)(=O)Nc1ccc(-c2nc3ccccc3[nH]2)cc1 | -22&-8
41 | COc1ccc(N(C)S(=O)(=O)c2cc(N(C)S(=O)(=O)c3ccc(C)cc3)c(C)cc2C)cc1 | -10
42 | O=C(CSc1ncnc2sc3c(c12)CCC3)Nc1nsc(-c2ccccc2)n1 | -3
43 | C=CCn1c(SCC(=O)N2CCC(c3noc4ccc(F)cc34)CC2)nc2sc3c(c2c1=O)CCCC3 | 3
44 | CCn1nnc2c(NN3CCOCC3)ncnc21 | 1
45 | COc1ccc(S(=O)(=O)NCCN2CCOC(c3ccccc3)C2)cc1OC (stereo not drawn) | 0
46 | O=C(O)c1cc(S(=O)(=O)N2CCSC(c3ccccc3)CC2)ccc1F (stereo not drawn) | -4
47 | O=C(CCN1CCN(Cc2ccccc2)CC1)Nc1ccc2c(c1)OCO2 | 3
48 | CN(C)c1ccc(C(=NO)c2ccccc2)cc1 | 24
49 | Cc1nnc(C2CCCN(C(=O)c3ccc(F)c(F)c3)C2)s1 (stereo not drawn) | 6
50 | CCS(=O)(=O)NCC(c1cccs1)S(=O)(=O)c1ccccc1 (stereo not drawn) | -1
51 | CCOC(=O)c1c(C(C)(C)C)oc2ccc(OCC(N)=O)cc12 | 12
52 | CCCCNC(=O)c1cccc(-n2ccnc2SCC(=O)Nc2cccc(Br)c2)c1 | 26
53 | CON=C(CNC(=O)c1ccccc1Cl)c1ccc(Cl)cc1 | -2
54 | Cc1ccc(C(O)=CC(=O)C(=O)NC23CC4CC(CC(C4)C2)C3)cc1 | -4
55 | CCOC(=O)N1CCC(NC(=O)c2cc3n(n2)CCCO3)CC1 | -3
56 | CCCn1c(=O)c2sc(N3CCCC3)nc2n(CC(=O)NCc2ccccc2Cl)c1=O | -7
57 | O=C1C(=O)N(Cc2ccccc2)C(c2cccc(O)c2)C1=C(O)c1ccc2c(c1)OCCO2 (stereo not drawn) | -4
58 | COc1cccc(C(=O)NN=Cc2cn[nH]c2-c2ccc(OC)cc2OC)c1 | -15
59 | Cc1noc(C)c1S(=O)(=O)NCCn1nc(C(F)(F)F)c2c1CCCC2 | -10
60 | CN(C)C(=O)Cn1cc(-c2ccc(F)cc2)cn1 | 38*
61 | Fc1ccc(CSc2ncc(-c3ccc(Cl)c(Cl)c3)n2-c2cccc(C(F)(F)F)c2)cc1 | -2
62 | COc1ccc(S(=O)(=O)NCC2(c3ccsc3)CCCC2)cc1F | -2
63 | COc1ccccc1Nc1cc(C)nc(-n2cc([N+](=O)[O-])cn2)n1 | 15
64 | COc1cccc(-c2csc(SCc3ccc(C(=O)NCCc4ccccc4OC)o3)n2)c1 | -5
65 | Cc1sc(NC(=O)c2ccc(C#N)cc2)nc1-c1ccccc1 | 0
66 | Cn1c(CNC(=O)c2nnn(-c3ccccc3)c2-n2cccc2)nc2ccccc21 | -4
67 | CCCCOc1ccc(C(O)=C(C#N)c2nc3ccccc3[nH]2)cc1 | -10
68 | O=S(=O)(c1ccc(Br)s1)N1CCN(CCn2ccnc2)CC1 | 7
69 | Cc1nc(Oc2ccccc2)cc(N2CCN(S(=O)(=O)Cc3ccccc3)CC2)n1 | -1
70 | O=c1ccc(-c2ccccc2)nn1CCNS(=O)(=O)c1ccc2c(c1)CCCC2 | 4
71 | Cc1cccc2c1Oc1nc(-c3ccccc3)nc(SCC(=O)Nc3ccc(F)c(Cl)c3)c1C2 | -4
72 | Cc1nn(C(=O)/C=C/c2ccccc2)c(C)c1Sc1ccc([N+](=O)[O-])cc1 | -11
73 | CC1CCc2c(sc3nc(SCC(=O)Nc4nsc(-c5ccccc5)n4)n(-c4ccccc4)c(=O)c23)C1 (stereo not drawn) | -15
74 | O=C(NN=Cc1ccncc1)c1cc(Br)ccc1OCc1ccccc1 | -7
75 | CCc1ccc(S(=O)(=O)c2cnc(SCC(=O)Nc3ccc(OC)c(Cl)c3)[nH]c2=O)cc1 | -3
76 | Cc1ccc2nc(N(CCN(C)C)C(=O)c3ccn(C)n3)sc2c1 | -7
77 | CC(=NNc1ccc(Cl)nn1)c1ccccc1O | -6
78 | O=C(Cn1nc(-c2ccco2)n(C2CC2)c1=O)N1CCC(Cc2ccccc2)CC1 | -2
79 | CCOC(=O)c1c(NC(=O)[C@H](C)n2nc(C)c3cnn(-c4ccccc4)c3c2=O)sc2c1CCC2 | -13
80 | COc1cc(C=NN=C2NC(=O)C(CC(=O)O)S2)ccc1OCc1ccc(Cl)cc1 (stereo not drawn) | 4
81 | Cc1nnsc1C(=O)N1CCC(CNC(=O)c2c(-c3ccccc3Cl)noc2C)CC1 | -4
82 | CCc1nnc(C2CCN(S(C)(=O)=O)CC2)s1 | -11
83 | Cn1c[n+](C)cc1-c1ccc(C(N)=NO)cc1 | -10
84 | CCc1noc(N)c1-c1ccc(F)cc1 | -1
85 | CCCc1noc2c1C(=NO)CC(CC(C)SCC)C2 (stereo not drawn) | 9
86 | CCOc1cc(C2NC(=S)NC(C)=C2C(=O)Nc2cc(C)ccc2C)ccc1O (stereo not drawn) | 11
87 | Cc1ccccc1[C@@H]1CCN(C(=O)c2ccc(F)cc2Cl)CCS1 | -12
88 | Cc1ccc(OCCOCC(O)CN(CCO)CCO)cc1C (stereo not drawn) | 5
89 | C=c1cc(C)n(CC(=O)Nc2ccsc2C(=O)OC)c(=O)c1=C1N=C(c2ccc(F)cc2)NO1 | -14&8
90 | COc1cc(C=NNC(=O)c2cnccn2)ccc1O | -5

Next compounds follow:
entry | Compound | PriA SSB inh
91 | CCCN1CCCc2cc(CCNC(=O)COc3ccccc3C)ccc21 | 68*
92 | O=C(CC(c1ccccc1)c1ccccc1)NCc1cncc(-c2ccsc2)c1 | -5
93 | COc1ccc(Cl)cc1C(=O)N1Cc2cncnc2C1 | -8
94 | O=C(NCCNC(=O)c1ccc(F)c(F)c1)c1ccc(NC(=O)c2ccc(F)cc2)cc1 | -14
95 | O=C(NCC1Cc2ccccc2CO1)C1COc2ccccc2O1 (stereo not drawn) | -5
96 | CCOc1ncccc1C(=O)Nc1cccc(-c2csc3nc(C)cc(=O)n23)c1 | -13
97 | CC(C)C(=NNS(=O)(=O)c1ccc(Br)cc1)c1cccs1 | -10
98 | CCc1c2c(nc3sc(C(=O)Nc4nsc(-c5ccc(Cl)cc5)n4)c(N)c13)CC(C)(C)CC2=O | -8
99 | COc1ccc(Cl)cc1S(=O)(=O)Nc1ccc2c(c1)N(C(=O)c1ccco1)CC2 | 5
100 | O=C(Cn1cnc2c(cnn2-c2cccc(Cl)c2)c1=O)Nc1cc(C(F)(F)F)ccc1Cl | -8
101 | CC1CCN(C(=O)Cn2cnc3c(cnn3-c3ccc(F)cc3)c2=O)CC1 | -9
102 | Cc1onc(-c2ccccc2Cl)c1C(=O)N(Cc1cccs1)Cc1cccn1C | 6
103 | Oc1ccccc1-c1cc2ccccc2[nH]1 | 4
104 | COCCNC(=O)c1c(NC(=O)c2ccco2)sc2c1CCCC2 | -16
105 | Cc1c(C=NNC(=O)C2(C)CC2(Cl)Cl)cnn1C (stereo not drawn) | -9
106 | CC(C)n1nc(C(=O)N(Cc2ccccc2)c2ccccc2)ccc1=O | -1
107 | Cc1ccc2cc(CCNC(=O)C3c4ccccc4Oc4ccccc43)c(=O)[nH]c2c1 | -24
108 | O=C(NCCn1ncc2c(N3CCCCCC3)ncnc21)c1cnccn1 | -14
109 | Cn1cccc1C(CNS(=O)(=O)c1ccc2ccccc2c1)N1CCCC1 (stereo not drawn) | 22
110 | O=C(c1ccco1)N1CCC(c2nnc(C3CC3)o2)CC1 | -7
111 | O=C(Cc1ccc(NC(=O)N2CCNC2=O)cc1)NCC(F)(F)F | -10
112 | O=C(Cn1cccc(-c2nc(-c3ccc(Br)cc3)no2)c1=O)NCCc1ccccc1 | -9
113 | O=C(NCCC(O)C1CC1)c1cccc(C(F)(F)F)c1 (stereo not drawn) | -1
114 | Cn1nc(C(=O)NCc2ccc(Cl)cc2)ccc1=O | -5
115 | COc1cc(C)c(C)cc1S(=O)(=O)NCC1(c2cccs2)CCCC1 | -1
116 | Cc1cc(=O)[nH]c(-n2ncc(C(=O)Nc3ccc(OC(F)(F)F)cc3)c2C)n1 | -10
117 | COC(=O)c1[nH]c(C)c(C(O)=C2C(=O)C(=O)N(CCN(C)C)C2c2cc(OC)ccc2OC)c1C (stereo not drawn) | -8
118 | COC(=O)CCC(O)=C1C(=O)CC(C)(C)CC1=NCc1nc2ccccc2[nH]1 | 2

Six entries from above, sorted by SMILES length, rising:
entry | Compound | PriA SSB inh
103 | Oc1ccccc1-c1cc2ccccc2[nH]1 | 4
93 | COc1ccc(Cl)cc1C(=O)N1Cc2cncnc2C1 | -8
111 | O=C(Cc1ccc(NC(=O)N2CCNC2=O)cc1)NCC(F)(F)F | -10
115 | COc1cc(C)c(C)cc1S(=O)(=O)NCC1(c2cccs2)CCCC1 | -1
96 | CCOc1ncccc1C(=O)Nc1cccc(-c2csc3nc(C)cc(=O)n23)c1 | -13
118 | COC(=O)CCC(O)=C1C(=O)CC(C)(C)CC1=NCc1nc2ccccc2[nH]1 | 2

The list is partial (hit frequency here may not be typical).
